Screens (PubChem)
Pf Dd2 growth = qHTS Primary assay for Inhibitors of Plasmodium falciparum Dd2 growth in vitro; 120,000 tested, 4.3% active; AID 1347417, 2020; Potency, µM (top dose mostly 28.9 µM), without a hit: top-dose activity, negative = inhibition, actives largely listed as inhibitors; P. falciparum Dd2 growth, SYBR Green, 72 h; active means well fitted inhibition curve with a large enough effect; inconclusive means small, poorly fitted or top-dose-only effect; inactive means no such curve, though single readings can be large or run the other way;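 further: plate controls were DMSO vehicle for no effect and reference drug for full effect; nearly all actives have a fitted effect of over 65% in size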
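Readout: SYBR Green fluorescence, 485 nm excitation, 535 nm emission, after ~16 h lysis at 37C. Before that, Dd2-infected red cells (2.5% hematocrit) grew 72 h with compound, 29 uM top final concentration.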
Active calls of the source: *; i = inactive; ? = inconclusive; & = joins results of further samples; [ ] = dose if it differs, or a comment. Potency means the concentration at half of the fitted maximal effect. The list is partial; the hit share may differ from the screen's.

SMILES | Pf Dd2 growth
COc1ccc(C(=O)N2CCC3(CC2)NC(=O)N(Cc2ccc(F)cc2)C3=O)c(OC)c1 | i
O=C(Cc1cccs1)N1CC(Oc2ccccc2-c2nc(C3CC3)no2)C1 | ?
Cn1cc(CC(=O)N2CCCc3ncc(C(=O)Nc4cccnc4)cc32)c2ccccc21 | ?
O=C(CCc1ccnc(N2CCOCC2)c1)Nc1ccc2c(c1)OCO2 | ?
O=C(Nc1cccc(Cl)c1)c1cc2n(n1)CC(c1ccc3c(c1)OCO3)OC2 (stereo not drawn) | -25%
CCN(C(=O)c1cc2c(s1)-c1c(C)cccc1OC2)c1ccccc1F | -6%
CC1(NC(=O)C2CC2)CN(c2ccc(Oc3ccccc3)cc2)C1 | ?
CCOCC(=O)N1CCc2nc(N3CCN(C)CC3)sc2C1 | -19%
CCc1ccccc1NC(=O)c1ccc(F)c(S(=O)(=O)N2CCN(c3ccccc3OC)CC2)c1 | 10%
O=C(CSc1nnc(-c2ccncc2)n1-c1ccccc1)Nc1ccc(Cl)c(Cl)c1 | -8%
COc1cccc(-n2c(=O)c3sc4ccccc4c3n(CC(=O)NC3CCCCC3)c2=O)c1 | 23%
O=C(NCc1ccccn1)C1CN(S(=O)(=O)c2cccs2)CC12CCCCC2 (stereo not drawn) | -18%
O=C(NC1CCCCC1)[C@@H]1C[C@@H](O)CN1C1CCN(C(=O)c2ccc(Cn3ccnc3)o2)CC1 | i
Cc1ccc(CNC(=O)c2cc(Sc3ccc(F)cc3F)nc3ccccc23)cc1 | ?
COc1cccc(CN2CCC3(CC2)C(=O)NCN3Cc2ccc(Cl)cc2)c1 | -17%
Cc1nc2c(c(-c3ccc(Cl)cc3)n1)CCN([S+](C)(=O)[O-])CC2 | 5%
Cc1ccc(C(=O)CSc2nc3cc(C(=O)NC4CCCC4)ccc3c(=O)n2CC2CCCO2)c(C)c1 (stereo not drawn) | -3%
Cc1ccc(-c2ccc3nnc(CNC(=O)c4ccc(F)c(F)c4)n3n2)cc1 | -16%
O=C(Cn1ccn2nc(-c3ccc(F)cc3)c(CO)c2c1=O)Nc1ccccc1F | -18%
CNC(=O)[C@H]1C[C@H](Oc2ccccc2)CN1Cc1ccc(OC(C)C)cc1 | -12%

Molecules from the list above with a halogen (ten):
SMILES | Pf Dd2 growth
COc1ccc(C(=O)N2CCC3(CC2)NC(=O)N(Cc2ccc(F)cc2)C3=O)c(OC)c1 | i
O=C(Nc1cccc(Cl)c1)c1cc2n(n1)CC(c1ccc3c(c1)OCO3)OC2 (stereo not drawn) | -25%
CCN(C(=O)c1cc2c(s1)-c1c(C)cccc1OC2)c1ccccc1F | -6%
CCc1ccccc1NC(=O)c1ccc(F)c(S(=O)(=O)N2CCN(c3ccccc3OC)CC2)c1 | 10%
O=C(CSc1nnc(-c2ccncc2)n1-c1ccccc1)Nc1ccc(Cl)c(Cl)c1 | -8%
Cc1ccc(CNC(=O)c2cc(Sc3ccc(F)cc3F)nc3ccccc23)cc1 | ?
COc1cccc(CN2CCC3(CC2)C(=O)NCN3Cc2ccc(Cl)cc2)c1 | -17%
Cc1nc2c(c(-c3ccc(Cl)cc3)n1)CCN([S+](C)(=O)[O-])CC2 | 5%
Cc1ccc(-c2ccc3nnc(CNC(=O)c4ccc(F)c(F)c4)n3n2)cc1 | -16%
O=C(Cn1ccn2nc(-c3ccc(F)cc3)c(CO)c2c1=O)Nc1ccccc1F | -18%

Remaining list, next part
SMILES | Pf Dd2 growth
Cc1cc(C)cc(OCc2cc(=O)n3cc(C)sc3n2)c1 | 3%
CCn1cc(CN2CC(Oc3ccc(-c4noc(-c5ccncc5)n4)cc3)C2)cn1 | 1.8µM*
Cc1cc(Cl)ccc1OCC(=O)N(Cc1ccco1)Cc1ccco1 | -5%
COc1ccccc1CNC(=O)CCC1N=C2c3ccccc3N=C(SCc3ccccc3Cl)N2C1=O (stereo not drawn) | ?
CN1C(=O)CCCCC1C(=O)NCc1cccs1 (stereo not drawn) | -14%
Cn1c2ccccc2c2cnn(CC(=O)Nc3ccccc3F)c(=O)c21 | 15%
N#C/C(=C\c1ccccc1)C(=O)Nc1sc2c(c1C(N)=O)CCC2 | 13%
COc1ccc(C)cc1NC(=O)CN1C(=O)COc2ccc(S(=O)(=O)N3CCCCCC3)cc21 | -20%
CCOc1ccc(CCNC(=O)c2ccc(C)c(-n3c(C)nc4cccnc43)c2)cc1OCC | -2%
CCCOc1ccc(CNC(=O)C2CCN(C(=O)c3sccc3-n3cccc3)CC2)cc1 | -2%
CC(=O)N1CCC(n2nccc2NC(=O)Nc2ccccc2C)CC1 | -5%
O=C(O)c1cccc(-c2ccccn2)c1 | 5%&5%[44.1 µM]
O=C(CCc1conc1-c1cccc(F)c1)NC1CCCCC1 | i
COc1ccc(-n2ncc3c(N4CCN(c5cccc(C)c5)C(C)C4)ncnc32)cc1 (stereo not drawn) | 5.6µM*
Cc1noc(-c2cccs2)c1C(=O)N1CCC(Cc2ccccc2)CC1 | i
Cc1sc(NC(=O)C2c3ccccc3Oc3ccccc32)c(C(=O)OC(C)C)c1C | ?
COc1cccc(CN2CCc3nnc([C@@H]4C[C@@H](O)CN4C)n3CC2)c1 | -24%
COc1ccc(NC(=O)CC2NCCNC2=O)c(OC)c1 (stereo not drawn) | 38%
COc1ccccc1NC(=O)Cn1c(C)ccc(NC(=O)Nc2ccc(C)cc2)c1=O | i
Cc1ccc(CN2CCSc3ccc(C(=O)NCc4ccc(OC(C)C)cc4)cc32)cc1 | -24%

Individual results from the results shown.
Under Pf Dd2 growth, `CCn1cc(CN2CC(Oc3ccc(-c4noc(-c5ccncc5)n4)cc3)C2)cn1` is entered as 1.8µM*
Under Pf Dd2 growth, `Cn1c2ccccc2c2cnn(CC(=O)Nc3ccccc3F)c(=O)c21` is entered as 15%

The listing picks up, starting 3 compounds before the break.
SMILES | Pf Dd2 growth
COc1ccc(NC(=O)CC2NCCNC2=O)c(OC)c1 (stereo not drawn) | 38%
COc1ccccc1NC(=O)Cn1c(C)ccc(NC(=O)Nc2ccc(C)cc2)c1=O | i
Cc1ccc(CN2CCSc3ccc(C(=O)NCc4ccc(OC(C)C)cc4)cc32)cc1 | -24%
Clc1cccc(-n2ncc3c(N4CCC(Cc5ccccc5)CC4)ncnc32)c1 | 16%
COc1ccc(-c2cc(C(=O)Oc3ccc(C)c(C)c3)c3ccccc3n2)cc1 | ?
CN(C)C(=O)c1cccnc1OC1CCN(C(=O)c2cccc(Br)c2)C1 (stereo not drawn) | 8%
COc1ccc(S(=O)(=O)N2CCN(c3ccccc3OC)CC2)cc1 | 146%[activator]
O=C(COc1ccccc1)N[C@H]1CO[C@H]2[C@@H]1OC[C@@H]2n1nnnc1-c1ccc2c(c1)OCO2 | 4%
O=C(c1ccc(F)cc1)n1nc(-c2cccnc2)nc1NCc1ccc(F)cc1 | 25%
COCCC(=O)N1CCCN(C(=O)C2CC2)c2ccccc21 | -1%
O=C(Oc1ccccc1F)c1nc(SCc2ccccc2F)ncc1Cl | 47%[activator]
CNC(=O)NCC(=O)N1CCCCCNC(=O)CC1c1ccccc1 (stereo not drawn) | 9%
Cc1ccsc1C(=O)N1CCC2(CC1)N=C(c1cccc(Br)c1)NO2 | -9%
CCc1ccc(-n2nc(C)c3c2NC(=O)CSC3c2ccccc2C)cc1 (stereo not drawn) | -23%
Cc1nc(C(=O)N2CC(F)(F)C[C@H]2c2nc(C3CC3)no2)co1 | 13%
Cc1ccc(C)c(NC(=O)n2ncc3cc(Cl)ccc32)c1 | 27%
Cc1ccccc1S(=O)(=O)N1C[C@@H](Oc2cccnc2)C[C@H]1C(=O)NC1CC1 | -25%
CCNC(=O)O[C@H]1COCCN(c2nc3ccccc3o2)C1 | 0%[44.1 µM]
O=C(NC1CC(=O)N(c2ccccc2)C1)c1cc2ccccc2o1 (stereo not drawn) | 3%
CCC(=O)Oc1cc(C(C)(C)C)cc2cc(-c3nc(-c4ccc(OC)cc4OC)no3)c(=O)oc12 | 15%
Cc1ccc(-c2cc(-c3coc4ccccc4c3=O)c3c(n2)-c2cc(Cl)ccc2OC3)cc1 | 30%
O=C(c1n[nH]c2ccccc12)N1CCC(OCCOc2ccc(F)cc2)CC1 | ?
COC1(C(F)(F)F)NC(=O)N(c2ccc(F)cc2)C1=O (stereo not drawn) | 73%[activator]
CCOCCCNC(=O)c1cc2c(-c3ccc(OC)c(OC)c3)nn(C)c2s1 | i
Cc1cccc(NC(=O)N2CCC3(CC2)CC(N(C(=O)NC(C)C)C2CC2)CCO3)c1 (stereo not drawn) | i
CCOc1ccc(-c2cc3c(=O)n(CCNC(=O)c4ccc(C#N)cc4)ccn3n2)cc1 | ?
CCOC(=O)c1c(S(=O)(=O)N2CCCC(C(=O)NCc3ccccc3Cl)C2)c(C)n(C)c1C (stereo not drawn) | i
O=C(NC1CCCCCC1)C1CCN(C(=O)c2ncn3c2COC(c2ccccc2)C3)CC1 (stereo not drawn) | -9%
O=C(N[C@@H]1COCC[C@H]1OCc1ccccn1)c1cnc(C2CC2)nc1 | -12%
CCn1cc(S(=O)(=O)NCC2Cn3cccc3C(=O)N2C)cn1 (stereo not drawn) | -15%
C=CCNC(=O)c1coc(COc2ccc3c(c2)C(c2cccc(F)c2)N(C(=O)C2CC2)CC3)n1 (stereo not drawn) | -12%
CSc1nc(NCCOC(C)=O)c(C#N)c(-c2ccc(C(C)(C)C)cc2)n1 | 10µM*
O=S(=O)(c1ccc(F)cc1F)N1CCCC(Cn2c(C3CC3)nc3cccnc32)C1 (stereo not drawn) | i
Cc1noc([C@@H]2CC(F)(F)CN2S(=O)(=O)c2cccc(F)c2)n1 | 18%
COc1ccccc1N1CCN(C(=O)c2nc(-c3ccc(C)cc3)n3c2CCCCC3)CC1 | -3%
CC(C)C(=O)Nc1ccc(C2OC(=O)N(Cc3ccc(F)cc3)C2C(=O)NC2CC2)cc1 (stereo not drawn) | i
O=C(CN1CCOc2c(O)cc(-c3csc4ccccc34)cc2C1)N1CCOCC1 | ?
CN(Cc1cccc2ccccc12)Cc1cccn1C | i
Cc1ccc(NC(=O)C2CCN(c3cc(C(F)(F)F)ncn3)CC2)cc1Cl | ?
CC(=O)N1CCC2(CC1)CN(C(=O)c1ccc(Cl)cc1)CCO2 | 4%
CCN1CC2(CCN(Cc3cc4c(cc3OC)OCCCO4)CC2)OC1=O | 5%
O=C(Nc1cccc(F)c1)N1C[C@@H]2C[C@H](C1)c1c(-c3ccc4ccccc4c3)ccc(=O)n1C2 | i
COc1ccc(S(=O)(=O)N2CCC3(CC2)CC(CC(=O)NC2CC2)CCO3)cc1 (stereo not drawn) | 6.3µM*

The final 4 entries of the section above come first, to join the parts.
SMILES | Pf Dd2 growth
CC(=O)N1CCC2(CC1)CN(C(=O)c1ccc(Cl)cc1)CCO2 | 4%
CCN1CC2(CCN(Cc3cc4c(cc3OC)OCCCO4)CC2)OC1=O | 5%
O=C(Nc1cccc(F)c1)N1C[C@@H]2C[C@H](C1)c1c(-c3ccc4ccccc4c3)ccc(=O)n1C2 | i
COc1ccc(S(=O)(=O)N2CCC3(CC2)CC(CC(=O)NC2CC2)CCO3)cc1 (stereo not drawn) | 6.3µM*
COc1cccc(CNC(=O)C(NS(=O)(=O)c2ccc3nc(C)sc3c2)C(C)C)c1 (stereo not drawn) | ?
CSc1cccc(NC(=O)N2CCC(c3cc(-c4cccc(C)c4)n[nH]3)CC2)c1 | ?
Cc1ccc(OCc2nc(-c3ccc(C(=O)N4CCN(c5ccc(Cl)cc5)CC4)cc3)oc2C)cc1 | 6%
Cc1ccc(OCC(=O)Nc2cc(-c3nc4ccccc4[nH]3)ccc2C)c(C)c1 | ?
CC(=O)N1CCC(Cc2ccc(C(=O)NC3CC3)cc2)CC1 | -13%
COc1cc(NC(=O)c2ccc(Cn3ccn4nc5c(c4c3=O)CCCC5)cc2)cc(OC)c1OC | ?
Cc1noc(C)c1[S+](=O)([O-])N1CCC2(CC1)C(=NC1CCCCC1)NC(=O)N2c1cccnc1 | 19%
CC(CO)NS(=O)(=O)c1cccc(C(=O)NCCc2ncnn2C)c1 (stereo not drawn) | -5%
c1cncc(CN2CCn3c(nnc3-c3ccncc3)C2)c1 | 16%&14%[44.1 µM]
Cc1cc(C)n(Cc2cc(C(=O)N3C[C@H]4CC[C@H]3C4)n[nH]2)n1 | -9%
CC(C)CN1C(=O)c2cccn2CC1CNC(=O)CC1CCCC1 (stereo not drawn) | -12%
CN1CCCCCC(O)c2cc(C(=O)NC3CCN(Cc4ccccc4)CC3)ccc21 (stereo not drawn) | -6%
O=C1CN(Cc2ccc(-c3cc(F)cc(F)c3)cc2)CCN1c1cc(Cl)ncn1 | -13%
CCn1cc(S(=O)(=O)c2ccccc2)c(=O)c2cc(F)c(N3CCCC3)cc21 | ?
Cc1ccc(C(=O)N2C[C@@H](CO)[C@H](c3ccccn3)C2)c(=O)[nH]1 | 30%
O=c1c2c3c(nn2ccn1Cc1cccc(C(F)(F)F)c1)CCCC3 | ?
